Screens from PubChem.
cardiac RTF act: cardiac RTF calcium sensitization; activation, % at 7.2 µM; AID 493008; hit rate 0.24% among 340,000; P19429+P45379; IANBD-labeled TnC RTF fluorescence at EC20 calcium; 0% EC20 calcium, 100% full calcium;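 active = activation above the mean over all tested compounds plus 3 SD, cut at about 30% in these data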;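 note: rise in fluorescence read as greater calcium sensitivity of cardiac thin filaments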
CDK5 p35 inh: inhibitors of human CDK5/p35 kinase | Q00535+Q15078 | Recombinant CDK5/p35, ADP-Glo luminescence, 60 min | hit rate 0.01% among 330,000 | inhibition, % at 10 µM;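 active = highest replicate inhibition of at least 50% and at least 75% of replicates reaching 50%; inconclusive = only one of the two criteria met; inactive = both criteria failed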;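 note: plate controls were DMSO neutral control for no effect and GW8510 at 10 µM for full effect; many of its hits are not listed in these tables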
MITF act: MITF TRPM1 promoter activation in melanoma cells; SK-MEL-5 TRPM1-promoter luciferase, 24 h; % of positive control, neutral wells = 0; hit rate 0.75% among 300,000; AID 588334; activation, % at 12.5 µM;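 active = mean activation of at least 80% with every replicate also reaching 80%; inconclusive = mean reaches 80% but some replicate falls short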;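 note: 0% = neutral control wells and 100% = parthenolide positive control wells; values of inactives mirror those of a sister screen read the other way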
Wnt act: activators of Wnt/beta-catenin signaling. Wnt/beta-catenin reporter cell assay, activator, plate reader. activation, % at 9.35 µM. hit rate 1.2% among 300,000. AID 743398; in the data active = activation above about 30%, passing the limit was not always enough; inconclusive = no clear call, values can overlap the other calls;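 note: 0% = neutral control wells and 100% = positive control wells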
dFosB activator: activators of mouse delta FosB homodimer; P13346; purified delta FosB, TAMRA-CDK5 oligo fluorescence polarization; percent of positive-control signal above neutral wells; activation, % at 25 µM; hit rate 0.99% among 340,000; AID 493131;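 active = mean activation above about 17%, with every replicate also reaching it, limit read from the data, passing the limit was not always enough; inconclusive = only one of the two conditions met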;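 note: fluorescence polarization rise as delta FosB binds a TAMRA Cdk5 AP-1 oligo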
HTR5A ag ctr: counter-screen for OPRM1-OPRD1 agonists: human HTR5A agonism | activation, % at 9.3 µM | hit rate 0.61% among 340,000 | HTR5A agonist assay, luminescence, cell-based; in the data active = activation mostly above about 9.5%, no sharp cut-off; inactive = mostly below about 7.6%;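 note: 0% = cells with vehicle only and 100% = reference agonist; strong numbers were not always called active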
Rtt109 Vps75: C. albicans Rtt109 histone acetyltransferase inhibition | Q5AAJ8 | purified Rtt109/Vps75, ThioGlo CoA-SH fluorescence, 4 h | inhibition, % at 34.9 µM | hit rate 0.16% among 330,000;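 active = inhibition of at least 50% in every replicate; inconclusive = best replicate reaches 50% inhibition but some replicates fall short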
Target sequence (Q5AAJ8 whole entry, looked up): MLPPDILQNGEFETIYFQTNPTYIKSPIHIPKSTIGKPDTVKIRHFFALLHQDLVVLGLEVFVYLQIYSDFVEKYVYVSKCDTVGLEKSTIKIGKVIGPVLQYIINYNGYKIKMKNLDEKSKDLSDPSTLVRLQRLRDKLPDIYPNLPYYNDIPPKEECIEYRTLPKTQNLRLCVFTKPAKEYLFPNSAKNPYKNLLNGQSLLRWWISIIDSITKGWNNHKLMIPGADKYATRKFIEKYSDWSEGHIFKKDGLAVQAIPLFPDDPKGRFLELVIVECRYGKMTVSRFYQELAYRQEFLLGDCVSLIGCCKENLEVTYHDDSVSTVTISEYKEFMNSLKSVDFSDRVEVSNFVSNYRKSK
PvdQ acylase: blocks Pseudomonas aeruginosa PvdQ acylase activity | purified PvdQ acylase, fluorescence plate reader | inhibition, % at 10 µM | hit rate 0.063% among 340,000 | AID 488965; in the data active = inhibition above about 30%, passing the limit was not always enough; inconclusive = no clear call, values can overlap the other calls;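 note: 0% = vehicle neutral wells and 100% = reference inhibitor wells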
SR-BI HDL uptake: blocks mouse SR-BI lipid uptake from DiI-HDL; Q61009; ldlA[mSR-BI] CHO cells, DiI-HDL uptake fluorescence, 3 h; inhibition, % at 12.5 µM; hit rate 0.96% among 320,000;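 active = mean replicate inhibition of at least 70% and a set share of replicates each scoring 70 or more; inconclusive = meets just one of the two criteria; inactive = fails both criteria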;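 note: 0% = median of neutral control wells and 100% = median of positive control wells; values of inactives mirror those of a sister screen read the other way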
Target sequence (Q61009 whole entry, looked up): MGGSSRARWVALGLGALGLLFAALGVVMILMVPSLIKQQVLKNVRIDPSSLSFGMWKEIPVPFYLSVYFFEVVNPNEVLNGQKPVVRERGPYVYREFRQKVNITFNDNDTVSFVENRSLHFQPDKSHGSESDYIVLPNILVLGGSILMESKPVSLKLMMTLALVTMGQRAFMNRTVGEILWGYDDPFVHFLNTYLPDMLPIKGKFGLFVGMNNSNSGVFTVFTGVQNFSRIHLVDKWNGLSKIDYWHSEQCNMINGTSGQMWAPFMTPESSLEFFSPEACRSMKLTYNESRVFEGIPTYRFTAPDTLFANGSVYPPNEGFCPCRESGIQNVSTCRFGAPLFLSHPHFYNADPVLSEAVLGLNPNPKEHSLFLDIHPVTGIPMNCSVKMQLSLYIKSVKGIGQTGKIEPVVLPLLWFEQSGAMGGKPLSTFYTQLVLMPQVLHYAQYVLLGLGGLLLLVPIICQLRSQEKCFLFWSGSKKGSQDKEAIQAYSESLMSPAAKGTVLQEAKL
SR-BI DiI-HDL act: enhances SR-BI lipid uptake from DiI-HDL | activation, % at 12.5 µM | hit rate 0.096% among 320,000 | CHO ldlA[mSR-BI] cells, DiI-HDL uptake fluorescence, 3 h; 100 = double the neutral-control signal | AID 504775;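 active = mean replicate activation of at least 60% and every replicate at or above 60%; inconclusive = mean or all-replicate condition met, but not both; inactive = mean below 60% and not all replicates reaching 60%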;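 note: 0% = median plate neutral-control signal and 100% = twice that signal; values of inactives mirror those of a sister screen read the other way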
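material = CHO ldlA[mSR-BI] cells | medium = Ham's F12 with 0.5% BSA, HEPES 25 mM, pH 7.4 | reagent = fluorescent DiI-HDL, 10 µg/mL final | compound dosing = single-point compound dose | incubation = 3 h, 37 °C | measured by = bottom-read fluorescence, 550/595 nm | measure = HDL uptake via cellular fluorescence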
An asterisk follows results filed as active; u = inconclusive; x = not tested or not shown.

SMILES	cardiac RTF act	CDK5 p35 inh	MITF act	Wnt act	dFosB activator	HTR5A ag ctr	Rtt109 Vps75	PvdQ acylase	SR-BI HDL uptake	SR-BI DiI-HDL act
COc1ccccc1OCCCC(=O)Nc1nccs1	9.8	1.4	59.2	5.8	-6.0	-4.8	-3.5	-4.1	4.0	-4.0
CC(C)(C)C1(C)OC(C(N)=O)C(C(N)=O)O1 (stereo not given)	0.4	0.1	2.2	x	-0.7	-0.7	-12.0	-9.5	-2.7	2.7
CNS(=O)(=O)c1cccc(C(=O)OC2CCCCC2=O)c1 (stereo not given)	0.9	0.2	6.7	-0.2	4.2	1.1	2.2	1.7	-46.2	46.2
O=C(CCc1nc2ccccc2s1)NC1CCOC1=O (stereo not given)	0.9	-0.3	-7.8	-1.5	-7.6	4.4	4.2	-17.9	x	x
COc1ccc(/C=C(/NC(=O)c2ccccc2)C(=O)N/N=C/c2ccncc2)cc1	0.5	-0.3	-9.9	-1.4	-9.9	1.6	5.4	5.7	12.9	-12.9
Cc1nnc2c(-c3ccccc3)nc3ccccc3n12	3.4	-0.7	-8.5	-1.1	-19.6	1.3	-1.0	-5.1	-5.4	5.4
Cc1nonc1C1CCCN1Cc1nc(-c2ccccc2Cl)oc1C (stereo not given)	-3.7	-0.2	-2.8	0.3	-3.3	1.3	1.8	-6.9	x	x
Cc1ccc2nc(-c3ccccc3N)[nH]c2c1	-5.2	7.6	16.1	22.4	2.4	-1.7	-2.7	-9.9	30.3	-30.3
CCOC(=O)c1[nH]c2ccc(OC)cc2c1NS(=O)(=O)c1ccc(OC)cc1OC	1.3	-0.5	x	-6.9	-6.3	-0.4	9.4	-14.1	12.7	-12.7
COc1ccc(/C=C/C(=O)N(CCC(N)=O)c2ccccc2)cc1S(=O)(=O)N1CCOCC1	0.3	0.9	2.4	2.8	-8.3	1.6	-0.9	-8.7	-11.2	11.2
C/C=C/c1ccc(OCCCCN2CCC(C)CC2)c(OC)c1	6.6	-3.1	11.9	-3.9	5.6	-1.9	-2.3	-3.2	-16.4	16.4
COc1ccc(-n2nnc3c(=O)n(CC(=O)N4CCCC4)cnc32)cc1	-0.3	0.2	-1.0	x	6.0	0.3	-4.8	-9.3	-7.5	7.5
CCCN(CC(=O)Nc1ccc(C(N)=O)cc1)CC(=O)Nc1ccccc1C	1.2	-0.5	-17.5	-0.5	-12.2	2.7	-2.7	-10.7	-13.5	13.5
CCOc1cc(Cl)c(NC(C)=O)cc1OCC	0.6	-1.8	-17.9	-7.8	12.2	5.0	5.8	-7.4	-13.1	13.1
FC(F)(F)c1nc(=S)c2ccccc2[nH]1	1.7	-0.8	-2.4	-1.4	-6.7	-0.1	7.7	-7.8	22.1	-22.1
CCC(=O)Nc1ccc(C(=O)NNC(=O)c2cccc(C)c2)cc1	-6.9	1.5	16.2	2.2	-6.8	-5.0	3.5	-7.4	3.5	-3.5
O=C(Nc1nccs1)C1Cc2ccccc2CN1S(=O)(=O)c1ccc(F)cc1 (stereo not given)	-3.5	-3.0	x	x	-11.6	0.5	13.6	0.0	0.6	-0.6
CCCc1nc2ccc(NC(=O)c3ccco3)cc2c(=O)n1Cc1ccccc1Cl	-9.9	-0.5	x	0.2	-31.9	6.5	-3.4	-2.6	7.3	-7.3
Cc1ccc(C2=NOC(=O)/C2=C\C=C\c2ccccc2)cc1	-3.8	-0.4	-93.8	0.5	-6.8	2.2	5.3	-1.5	29.8	6.8
COc1ccc(NC(=O)c2csc3c2CCCCC3)c(OC)c1	-4.5	-1.6	11.3	-2.1	-2.2	2.7	4.9	-12.7	50.2	-50.2
O=S(=O)(Nc1ccccn1)c1ccc(Br)cc1	2.2	0.8	-9.8	-0.3	1.4	-3.7	-1.5	-12.5	5.8	-5.8
O=[N+]([O-])c1ccc2c(c1)nc1n2CCSC1	-12.2	-1.4	9.6	1.1	-5.0	1.6	1.9	-7.0	-5.8	5.8
O=C(O)C1CCN(S(=O)(=O)c2ccc(Cl)s2)CC1	9.7	-2.8	6.7	-2.7	-5.1	-1.6	-3.2	-14.9	-8.4	8.4
COC(=O)/C(=C\Nc1ccc(Cl)cc1Cl)NC(=O)c1ccccc1	6.2	1.6	14.9	-1.5	-11.7	-4.3	-0.4	-4.8	43.5	-43.5
CCOc1cc(C2NC(=O)NC(C)=C2C(=O)NCc2ccccc2)c(Cl)cc1O (stereo not given)	-0.8	1.6	2.9	0.4	-7.0	3.4	9.5	-10.3	-8.0	8.0
CCN(CC(=O)NC(C)C)C(=O)c1cc(S(=O)(=O)N2CCCCC2)ccc1N1CCCCC1	6.8	-3.3	5.5	-0.9	0.7	-2.0	1.2	0.8	-0.9	0.9
Cc1cc(-c2csc(N)n2)c(C)n1CCc1ccccc1	9.4	0.7	x	x	u	-1.9	x	-20.3	24.3	-24.3
O=C(NCc1ccccc1)C1=C[C@@H](c2ccc(C(F)(F)F)cc2)C[C@@H](OCc2ccc(CO)cc2)O1	-1.1	0.2	-2.0	-4.2	-10.1	-4.5	-2.9	0.0	6.3	-6.3
CC(=O)Nc1ccc(Sc2ccccc2C(=O)O)cc1	-1.7	-1.0	2.0	-2.4	-1.2	5.3	9.2	21.7	-9.4	9.4
CC(C)N1CCc2c(sc(NC(=S)NC(=O)c3ccccc3)c2C#N)C1	6.8	-1.9	15.5	19.2	-15.7	-4.1	-41.6	14.1	29.6	-29.6
O=C(CCSc1nnc(-c2ccncc2)o1)Nc1ccccc1	-2.2	1.0	-4.5	-1.1	-4.4	0.4	7.1	-1.6	-11.0	11.0
C=C1[C@H]2O[C@H]2[C@@H](OC(C)=O)[C@@]2(C)[C@@H](OC(C)=O)C[C@@H](OC(C)=O)[C@@](C)(O)[C@@H]2[C@@H](OC(C)=O)[C@@]2(O)[C@@H](C)C(=O)O[C@H]2[C@H]1Cl	-9.2	-2.7	-8.1	-0.9	0.1	0.0	-4.1	-1.6	-22.9	22.9
CC(=O)c1sc(NC(=O)CN2C(=O)C3CCCCC3C2=O)nc1-c1ccccc1 (stereo not given)	-0.5	2.4	-1.3	-1.4	-21.2	-4.4	5.3	6.0	-8.6	8.6
CC(=O)c1cc2c(cc1F)C(C)(C)CCC2(C)C	1.7	-4.4	2.3	-1.5	-3.2	-0.7	1.5	-5.0	-4.4	4.4
CCOC(=O)C1=C(C)NC(=O)NC1c1ccc(Br)s1 (stereo not given)	6.0	-2.0	0.9	22.0	-2.6	0.9	-3.5	-5.9	5.0	-5.0
CCC(C(=O)NCCc1ccc(OC)cc1OC)n1nc(C)n2c(cc3occc32)c1=O (stereo not given)	5.4	0.5	8.6	1.4	-2.8	-3.3	6.6	2.9	-1.1	1.1
Nc1nonc1-n1nnc(C(=O)N/N=C/c2ccccc2)c1CN1CCc2ccccc21	-7.5	10.4	-15.7	-4.1	-7.4	-4.5	5.0	13.1	3.2	-3.2
CC(C)(C)NC(=O)C(c1ccccc1)N(Cc1cccs1)C(=O)c1csnn1 (stereo not given)	5.1	0.0	-2.6	x	-8.7	-1.0	-3.7	-10.0	-6.3	6.3
O=C(COC(=O)COc1ccc(Cl)cc1Br)NC1CC1	5.6	-0.5	0.7	-4.2	-12.0	1.1	2.2	-7.2	-15.6	15.6
CC(C)(C)NC(=O)c1ccccc1NC(=O)c1ccc2c(c1)OCO2	-0.3	0.0	-2.9	-0.4	-7.2	6.0	-2.2	-12.9	30.3	-30.3
CCc1ccc2nc(Nc3nc(COC)cc(=O)[nH]3)nc(C)c2c1	-9.0	-5.6	-5.1	-1.7	-32.3	6.2	-4.2	-14.9	21.5	-21.5
O=C1/C(=C\c2ccc([N+](=O)[O-])cc2)CCc2ccccc21	-8.8	-0.8	22.4	12.7	-10.6	-4.8	14.6	9.5	25.2	-25.2
C[C@H](CO)N1C[C@H](C)[C@@H](CN(C)Cc2ccc(C(=O)O)cc2)Oc2c(cccc2N(C)C)C1=O	7.0	-0.5	14.8	-0.6	5.1	-1.9	-6.5	-12.9	-14.2	14.3
CC(=O)Nc1ccc2nc(NC(=O)COc3ccccc3)sc2c1	2.1	-0.2	6.5	-0.5	-1.4	-1.5	4.2	-17.9	-52.6	52.6
CCOC(=O)C1=C(c2ccccc2)NC(=O)NC1c1ccc(OCC#N)c(OC)c1 (stereo not given)	4.4	-0.3	3.0	x	-10.4	-5.2	-22.3	-13.5	-8.3	8.3
Cc1ccccc1-n1c(SCC(=O)N2CCN(c3ccccn3)CC2)nnc1N1CCOCC1	-5.5	2.8	1.4	-0.8	0.5	-4.4	10.5	5.2	4.5	-4.5
CC(C)C(=O)N1CCC(Cc2ccccc2)CC1	-9.6	-1.1	0.9	1.8	-6.3	-1.0	2.5	4.5	0.1	-0.1
Nc1nonc1N1CCCCC1	-2.3	-0.1	x	x	5.1	0.9	-1.3	-2.4	-29.8	29.8
Cc1cccc(C(=O)NC(=S)Nc2ccc(Cc3ccncc3)cc2)c1	-5.3	0.0	13.1	0.0	-11.2	12.3*	22.4	2.5	7.6	-7.6
Cc1ccc(C(=O)NCC(=O)OCC(=O)Nc2ccc3[nH]c(=O)[nH]c3c2)cc1	0.7	1.6	0.6	-0.5	5.6	0.7	7.4	-5.6	-20.3	20.3
COc1cc(OC)cc(N(C(=O)CNC(=O)c2ccco2)C(C(=O)NCC2CCCO2)c2ccccc2)c1 (stereo not given)	-7.1	1.8	-8.5	-1.4	-4.2	2.3	-8.4	-1.1	-2.7	2.7
N/C(=N\OC(=O)Cc1ccccc1[N+](=O)[O-])c1cccc(Br)c1	-2.1	-4.9	-4.0	36.5*	-2.9	-4.7	5.5	-17.3	x	x
CCCS(=O)(=O)N1CCCC(C(=O)NCCCN2CCN(c3ccc(F)cc3)CC2)C1 (stereo not given)	-12.4	1.0	-8.5	x	-6.1	10.8*	13.5	3.0	-5.7	5.7

Random excerpt: three records from the list, in no set order.
SMILES	cardiac RTF act	CDK5 p35 inh	MITF act	Wnt act	dFosB activator	HTR5A ag ctr	Rtt109 Vps75	PvdQ acylase	SR-BI HDL uptake	SR-BI DiI-HDL act
O=C(Nc1nccs1)C1Cc2ccccc2CN1S(=O)(=O)c1ccc(F)cc1 (stereo not given)	-3.5	-3.0	x	x	-11.6	0.5	13.6	0.0	0.6	-0.6
CCc1ccc2nc(Nc3nc(COC)cc(=O)[nH]3)nc(C)c2c1	-9.0	-5.6	-5.1	-1.7	-32.3	6.2	-4.2	-14.9	21.5	-21.5
O=C(COC(=O)COc1ccc(Cl)cc1Br)NC1CC1	5.6	-0.5	0.7	-4.2	-12.0	1.1	2.2	-7.2	-15.6	15.6
